EP2 mod: modulates human prostaglandin E2 receptor EP2 signaling; P43116; EP2-expressing cells, cAMP HTRF FRET, PGE2 co-stimulation; induction, % at 25 µM; 260,000 compounds, 0.83% hits;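 active means compounds whose cAMP rise, as percent of the full-agonist control response, exceeds 60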;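 further: rat C6 glioma line stably carrying human EP2 under a CMV promoter; the protocol text gives 20 µM as final concentration; 100% = response of wells given 1 µM PGE2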
Target sequence (P43116 whole entry, looked up): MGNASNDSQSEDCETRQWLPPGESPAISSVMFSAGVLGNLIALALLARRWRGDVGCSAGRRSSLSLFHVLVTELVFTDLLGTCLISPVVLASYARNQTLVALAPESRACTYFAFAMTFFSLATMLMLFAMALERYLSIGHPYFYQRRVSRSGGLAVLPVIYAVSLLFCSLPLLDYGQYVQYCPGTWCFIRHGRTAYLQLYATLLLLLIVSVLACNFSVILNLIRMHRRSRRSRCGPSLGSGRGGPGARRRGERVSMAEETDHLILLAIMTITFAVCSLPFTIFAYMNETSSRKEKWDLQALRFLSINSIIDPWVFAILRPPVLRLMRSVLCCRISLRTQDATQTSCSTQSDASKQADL
EP2 antag: blocks the human prostaglandin E2 receptor EP2 | 260,000 compounds, 0.52% hits | inhibition, % at 25 µM | P43116 | C6 glioma cells expressing human EP2, cAMP TR-FRET; cells stimulated with saturating PGE2;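 active means percent inhibition above 40 after rounding to a whole number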;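 further: rat C6 glioma host cells with rolipram phosphodiesterase inhibitor present; the protocol text gives 20 µM as final concentration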
The depositor's hits bear a star. This is a subset; rates above refer to the full screens.

SMILES	EP2 mod	EP2 antag
CC(C(=O)O)N1CCNC(=O)C1(C)C (stereo unspecified)	4.5	9.2
Cc1ccc(-c2nc3ccccc3o2)cc1NC(=O)CCCl	-36.1	16.4
CCC(Sc1nc(N)cc(N)n1)C(=O)NC(C(=O)OC)c1ccccc1 (stereo unspecified)	7.4	9.4
Cc1cc(C)c(NC(=O)CSc2nnc3c4ccccc4n(C)c3n2)c(C)c1	-5.3	16.3
COc1ccccc1CNC(=O)C1CCN(c2cnccn2)CC1	-8.7	9.6
CC1=C(C#N)c2nc(N)c(C#N)c(C)c2/C1=C\c1ccc(-c2ccc(F)cc2)o1	-22.7	15.6
Nc1cccc(N2C(=O)c3cccc4c(-c5ncc(-c6ccccc6)o5)ccc(c34)C2=O)c1	5.2	11.3
Cc1ccnc(SCc2ccc(C(=O)O)cc2)n1	2.5	10.7
Cc1ccc(-c2cc(C(F)F)n3ncc(C(=O)NCC4CCCO4)c3n2)cc1 (stereo unspecified)	-12.4	5.8
CC(C)NC(=O)Cn1cc(C(=O)C2CCCCC2)c2ccccc21	-41.3	13.1
O=C(NC1CCCC1)C(c1cccs1)N(C(=O)c1ccco1)C1CCCCC1 (stereo unspecified)	23.9	10.4
COc1ccccc1C1(NC(=O)CCCCC2SCC3NC(=O)NC32)CCCC1 (stereo unspecified)	16.8	6.8
O=C(CSc1nccc(=O)[nH]1)Nc1cccc(F)c1	0.8	2.6
CC(C)(C)c1ncc(C(=O)N2CCc3c([nH]c4ccc(Cl)cc34)C2)cn1	-86.9	7.6
O=C1[C@H]2CCCN2C(=O)c2ccccc2N1Cc1ccc(F)cc1	23.5	7.3
O=C(NCCc1ccccc1)[C@@H]1C=CCN1C(=O)C1CC1	4.5	6.9
Cc1ccc(NC(=O)CSc2nnc3c(n2)[nH]c2ccccc23)c(C)c1	-16.2	15.3
CCCSc1nc2c(c(=O)[nH]c(=O)n2C)n1CCC	40.7	5.2
N#CCn1c2ccc(Cl)cc2c2nc3ccccc3nc21	-6.1	18.9
Cc1cccc(-c2noc(C)c2C(=O)NCCn2ccc(C)n2)c1	-34.3	4.2
CC(C)c1ccc(N(CC(=O)Nc2ccc3c(c2)OCCO3)S(C)(=O)=O)cc1	-0.3	4.1
Cc1cc2ccccc2n2c(SCC(=O)Nc3nc4c(s3)CCCC4)nnc12	-21.0	18.1
O=C1NC(=O)/C(=C/c2ccc(-c3nc4ccccc4s3)o2)S1	-56.3	15.0
O=C(O)COc1ccc(-c2nn[nH]n2)cc1	-11.6	7.8
CC1CCCCN1c1nc2c(c(=O)[nH]c(=O)n2C)n1Cc1ccccc1Cl (stereo unspecified)	-24.9	8.0
The results go on.
SMILES	EP2 mod	EP2 antag
COc1ccc2[nH]c(=O)c(CN(Cc3ccc4c(c3)OCO4)C(=O)Nc3ccccc3)cc2c1	-18.3	4.5
COc1ccc(N2C(=O)C(=O)/C(=C(\O)c3ccc(C)cc3)C2c2cccnc2)cc1 (stereo unspecified)	-7.5	11.0
O=C(NC12CC3CC(CC(C3)C1)C2)N1C2CCC1CC(O)(c1cccnc1)C2 (stereo unspecified)	21.2	5.5
COc1cc(OC)cc(C(=O)N(Cc2ccc(Cl)cc2)Cc2cc3cc(C)ccc3[nH]c2=O)c1	40.0	13.7
O=C1COc2ccc(S(=O)(=O)NCc3ccncc3)cc2N1	-10.0	1.5
CCC(c1nnnn1C1CCCCC1)N(CCc1cccc(C)c1)Cc1cc2cccc(C)c2[nH]c1=O (stereo unspecified)	2.8	1.1
COc1cc2c(cc1OC)C(c1ccccc1)N(Cc1cnc(C(C)C)nc1)CC2 (stereo unspecified)	-3.7	3.3
Cn1ccnc1C(NC(=O)C1(c2ccccc2)CC1)c1ccc(F)c(F)c1 (stereo unspecified)	-30.9	2.4
O=C1CCc2cc(S(=O)(=O)NC3C4CCCCC43)ccc2N1 (stereo unspecified)	-92.2	7.7
Cc1cc(SCC(=O)N2CCCc3ccccc32)nc(SCC(=O)c2ccccc2)n1	25.1	22.7
COCCCNC(=S)N(Cc1cc2cc(OC)c(OC)cc2[nH]c1=O)C1CCCC1	6.7	12.9
CCn1c(SCC(=O)O)nnc1-c1cccc(C)c1	-8.4	9.7
Cc1cccnc1-n1cccc1CN(CCCn1ccnc1)Cc1cccc(F)c1	24.7	8.7
O=S(=O)(O)CCCSc1nc2ccccc2s1 (tested in a mixture with another compound)	-40.0	4.9
CCC(C)(C)NC(=O)C(c1cccn1C)N(C(=O)Cn1nnc2ccccc21)c1cccc(Cl)c1 (stereo unspecified)	9.8	6.0
CCn1c(SCC(=O)N2CCCCC2C)nnc1-c1ccc(S(=O)(=O)N2CCCC2)cc1 (stereo unspecified)	-35.6	8.1
CN(C)CCCNc1ncnc2nc[nH]c12	-4.6	10.6
Cc1ccc(C(=O)Nc2ccc(N3CCN(C(=O)c4cccs4)CC3)cc2)c(Cl)c1	-2.3	8.0
CC1c2ccsc2CCN1Cc1ccccc1OCc1cccnc1 (stereo unspecified)	0.3	7.7
O=C(c1ccccc1)N(CCO)Cc1cc2cc3c(cc2[nH]c1=O)OCO3	11.5	2.8
Cc1nn(-c2ccccc2)c2[nH]c(=O)c(CNCc3ccc(C(F)(F)F)cc3)cc12	-39.1	17.3
COc1cccc(N2CCN(CC(O)c3ccc4c(c3)CC(C)O4)CC2)c1 (stereo unspecified)	-52.0	9.0
Cc1cc(C)nc(SCc2nnc(SCC(=O)N3CCCC3)n2C)n1	-5.1	7.3
CCOc1ccc(-c2csc(NC(=O)Cn3c(=O)oc4ccccc43)n2)cc1	-64.2	8.7
O=S(=O)(CCc1ccncc1)c1ccc(Cl)cc1	-41.0	4.7

Complete entries from above. Order of screens: EP2 mod, EP2 antag
Profile of CCC(Sc1nc(N)cc(N)n1)C(=O)NC(C(=O)OC)c1ccccc1 (stereo unspecified) → 7.4, 9.4
Profile of Cc1ccc(-c2nc3ccccc3o2)cc1NC(=O)CCCl → -36.1, 16.4
Profile of CC1CCCCN1c1nc2c(c(=O)[nH]c(=O)n2C)n1Cc1ccccc1Cl (stereo unspecified) → -24.9, 8.0
Profile of Cn1ccnc1C(NC(=O)C1(c2ccccc2)CC1)c1ccc(F)c(F)c1 (stereo unspecified) → -30.9, 2.4

Filtered by structure: the entries above containing a COOH group
SMILES	EP2 mod	EP2 antag
CC(C(=O)O)N1CCNC(=O)C1(C)C (stereo unspecified)	4.5	9.2
Cc1ccnc(SCc2ccc(C(=O)O)cc2)n1	2.5	10.7
O=C(O)COc1ccc(-c2nn[nH]n2)cc1	-11.6	7.8
CCn1c(SCC(=O)O)nnc1-c1cccc(C)c1	-8.4	9.7

Additional entries.
SMILES	EP2 mod	EP2 antag
NC(=O)C1CC(=O)N(c2ccc(OCc3ccccc3)cc2)C1 (stereo unspecified)	-10.9	9.2
CC(C)c1nc2ccccc2c2nnc(SCC(=O)Nc3nc4c(s3)CCCC4)n12	64.0*	15.6
CC(=O)Cn1cnc2scc(-c3ccc(C)c(C)c3)c2c1=O	-25.7	6.5
O=c1[nH]c2cc3c(cc2cc1CN(CCO)C(=S)NCc1ccco1)OCCO3	-39.2	6.2
CCOc1ccc2nc(NCCNS(=O)(=O)c3ccc(C)cc3)c(C#N)cc2c1	-19.5	6.8
CCc1cc2cc(C)cc(C)c2nc1SCC(=O)NC(C)(C)C	22.8	16.6
CCOC(=O)N1CC=C2C(C#N)=C(N)C(C#N)(C#N)C(c3cccc(O)c3)C2C1 (stereo unspecified)	-44.5	7.8
CCOc1cccc(/C(O)=C2/C(=O)C(=O)N(CCN3CCOCC3)C2c2ccc(C)o2)c1 (stereo unspecified)	-20.0	15.1
C=C(C)CC1N(c2ccccc2C)C(=O)C2C(C(=O)O)C3C=CC21O3 (stereo unspecified)	15.4	13.0
CCON=C1C(C)(C)C(C)(C)C(C)(C)C1(C)C	3.7	11.0
CC(C)(C)NC(=O)C(c1cccs1)N(Cc1ccccc1)C(=O)c1snc(C(N)=O)c1N (stereo unspecified)	24.8	10.2
COc1ccccc1CN1CCC2(CC1)CC(=O)c1cc(F)ccc1O2	-2.0	3.3
CCCn1c(SCC(=O)Nc2cccc(F)c2)nnc1-c1ccoc1C	-4.4	7.7
COc1ccccc1NC(=O)N(Cc1ccco1)Cc1cc2cc(C)ccc2[nH]c1=O	36.6	12.7
CCOC(=O)C(CC)n1cnc2sc(-c3ccccc3)cc2c1=O (stereo unspecified)	-42.4	7.0
O=C(Cn1cc(Cl)c([N+](=O)[O-])n1)NCCC1=CCCCC1	-21.0	3.5
O=C(/C=C/C(=O)Oc1ccccc1C(=O)O)Oc1ccccc1C(=O)O	8.3	12.2
CC(=O)NNC(=O)C(=O)c1c[nH]c2ccccc12	-3.6	5.1
CCc1cccc(CC)c1NC(=O)CSc1nnc(-c2ccncc2)n1Cc1ccco1	12.5	10.5
Cc1ccc(CN(CCCn2ccnc2)Cc2cnc(N3CCCCC3)nc2)o1	-7.8	3.8
CN(C)CCCc1c2ccccc2nc2ccc(Cl)cc12	2.3	57.5*
O=C(CSc1nc(-c2cccs2)cc(C(F)(F)F)n1)Nc1ccccc1Br	-146.4	18.1
Cc1nn(-c2ccccc2)c2[nH]c(=O)c(CNCCCN(C)c3ccccc3)cc12	-15.5	9.9
COc1cccc(OC)c1CN(Cc1ccncc1)C1CC(C)(C)NC(C)(C)C1	-56.8	10.0
COCCNC(=O)C1CCCN(S(=O)(=O)c2ccc(Cl)cc2)C1 (stereo unspecified)	3.0	14.6
The results go on:
SMILES	EP2 mod	EP2 antag
CCC(=O)c1cn(CC(=O)Nc2ccccc2)c2ccccc12	-3.3	12.2
COc1cc(NC(=O)CSc2nnc3c4c5c(sc4ncn23)CCCC5)cc(OC)c1	15.1	16.8
Cc1nc2c(c(=O)[nH]1)CN(Cc1ccc(N(C)C)cc1)CC2	-10.0	6.4
Cn1ccnc1C(NC(=O)Cc1ccccc1F)c1ccc(F)c(F)c1 (stereo unspecified)	-8.0	0.8
COc1cc2cc(C(c3nnnn3C3CCCC3)N3CCc4ccccc4C3)c(=O)[nH]c2cc1OC (stereo unspecified)	-40.3	21.4
COc1ccc(NC(=O)c2cc(-c3ccccc3Cl)on2)cc1	-1.7	15.7
Cc1ccc(-c2cc(N)c(=O)n(CC(=O)NC3CCCc4ccccc43)n2)s1 (stereo unspecified)	-84.8	1.9
COc1ccc2[nH]c3nc(SCC(=O)NC(C)(C)C)nnc3c2c1	-91.0	4.3
CCC1CCCCN1C(=O)CSc1nnc(-c2cccnc2)n1-c1ccc(OC)cc1 (stereo unspecified)	8.5	9.2
Cc1cc(C)c(NC(=O)CSc2nnc3c(n2)[nH]c2ccccc23)c(C)c1	-71.6	17.3
COc1ccccc1NC(=O)N(Cc1cc2cc3c(cc2[nH]c1=O)OCO3)C1CCCC1	14.3	4.8
N[C@@]1(C(=O)O)CCC[C@@H]1C(=O)O	24.4	13.7
CCCN1C2CCCC1CC(NC(=O)c1ccccc1Cl)C2 (stereo unspecified)	-54.9	11.9
CCc1c(C)sc(NC(=O)CSc2nc(-c3cccs3)cc(C(F)(F)F)n2)c1C#N	11.2	9.0
CCOc1cc(/C=C2\C=C(c3ccc(Cl)cc3)OC2=O)ccc1OCC#N	5.4	8.5
COc1ccc(NC(=O)CSc2nnc3c(n2)[nH]c2ccc(F)cc23)c(OC)c1	-71.1	15.5
NNc1nc2sc3c(c2c(=O)[nH]1)CCCC3	-47.5	14.7
O=C(Cc1cccs1)Nc1ccc(S(=O)(=O)NCC2CCCO2)cc1 (stereo unspecified)	-18.8	12.0
COc1ccccc1-n1c(SCC(=O)NCc2ccccc2)nnc1-c1cccnc1	-13.1	8.4
O=C(CN1C(=O)c2cccc3cccc1c23)Nc1ccccc1C(=O)N1CCOCC1	-14.4	9.0
CCOc1c(C)cc(S(=O)(=O)NCc2ccccn2)c(C)c1C	-14.9	5.7
Nc1nncn1C(=O)c1ccccc1F	4.8	9.9
O=C(O)/C=C/c1ccc(-c2ccccc2)o1	0.3	10.7
CCn1cc(CNC(=O)CCSc2nc(-c3ccc(OC)cc3)cc(C(F)(F)F)n2)c(C)n1	16.4	3.5
NC(=O)C1CC(=O)N(c2ccc(OCC(=O)Nc3ccc(Cl)cc3)cc2)C1 (stereo unspecified)	-4.6	10.7
Next part.
SMILES	EP2 mod	EP2 antag
Cc1cc(C)c2c(c1)c1n[nH]c(=S)nc1n2C	-5.0	8.6
CC(NC(=O)c1ccc(Cl)cc1)C1COc2ccccc2O1 (stereo unspecified)	-111.5	14.5
Cc1cc(/C(O)=C2/C(=O)C(=O)N(CCN(C)C)C2c2cccnc2)ccc1OC(C)C (stereo unspecified)	25.7	7.2
COc1cc(/C=C/c2nc(O)c([N+](=O)[O-])c(=O)[nH]2)ccc1OCc1cccc(C)c1	-39.9	4.4
CCN(CC)c1ccc2cc(C(=O)Nc3c(C)cc(Br)cc3C)c(=O)oc2c1	-17.9	5.6
CCn1cc(S(=O)(=O)Nc2cc(-c3ccccc3)ccc2OC)cn1	-76.0	4.1
CC1CCCN(c2nc3c(c(=O)[nH]2)CCN(Cc2ccccc2O)C3)C1 (stereo unspecified)	-44.1	6.7
COc1ccccc1NC(=O)Cn1cnc2sc(C)c(-c3ccc(F)cc3)c2c1=O	-31.0	17.9
COc1ccc(C2(NCc3ccc4c(c3)n(C)c(=O)n4C)CC2)cc1	-73.9	3.4
COc1ccc(S(=O)(=O)N(CC(=O)N2CCCC2)c2ccccc2)cc1	26.4	7.0
CC(=O)O[C@H]1C[C@@H](OC(C)=O)C(C)(C)C2C[C@@H](OC(C)=O)[C@@]3(C)C4=CC(=O)O[C@@H](c5ccoc5)[C@]4(C)CCC3[C@]21C (stereo partly specified)	2.8	11.8
Cc1c(C(=O)N2CCCCC2)sc(NC(=O)c2ccccc2Cl)c1C#N	1.8	18.6
O=C(NC1CCCCC1)C1CCCN(S(=O)(=O)c2ccc(Cl)cc2)C1 (stereo unspecified)	-18.5	9.8
COc1ccc(OC)c(NC(=O)c2sc3nc4cc(C)cc(C)c4cc3c2N)c1	-17.3	20.7
CS(=O)(=O)N(CC(=O)Nc1cccnc1)c1ccc(Cl)c(C(F)(F)F)c1	-24.1	10.8
COc1cc2[nH]c(=O)c(C(=O)NC(C)c3ccccc3)c(O)c2cc1OC (stereo unspecified)	-2.5	10.4
